Cav3 T inh = Cav3.2 calcium influx blockers – cell-based, Fluo-4 calcium fluorescence, FDSS, MLSMR library, primary screen. actives 4% (n = 100,000). Voltage-dependent T-type calcium channel subunit alpha-1H (Homo sapiens), O95180. B-score at 10 µM. Cav3.2-expressing cells; stronger effect = lower value;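 active = single-dose well whose peak fluorescence ratio is a statistical outlier from its plate by either plate-standardised score or position-corrected B-score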
Target sequence (O95180 whole entry, looked up): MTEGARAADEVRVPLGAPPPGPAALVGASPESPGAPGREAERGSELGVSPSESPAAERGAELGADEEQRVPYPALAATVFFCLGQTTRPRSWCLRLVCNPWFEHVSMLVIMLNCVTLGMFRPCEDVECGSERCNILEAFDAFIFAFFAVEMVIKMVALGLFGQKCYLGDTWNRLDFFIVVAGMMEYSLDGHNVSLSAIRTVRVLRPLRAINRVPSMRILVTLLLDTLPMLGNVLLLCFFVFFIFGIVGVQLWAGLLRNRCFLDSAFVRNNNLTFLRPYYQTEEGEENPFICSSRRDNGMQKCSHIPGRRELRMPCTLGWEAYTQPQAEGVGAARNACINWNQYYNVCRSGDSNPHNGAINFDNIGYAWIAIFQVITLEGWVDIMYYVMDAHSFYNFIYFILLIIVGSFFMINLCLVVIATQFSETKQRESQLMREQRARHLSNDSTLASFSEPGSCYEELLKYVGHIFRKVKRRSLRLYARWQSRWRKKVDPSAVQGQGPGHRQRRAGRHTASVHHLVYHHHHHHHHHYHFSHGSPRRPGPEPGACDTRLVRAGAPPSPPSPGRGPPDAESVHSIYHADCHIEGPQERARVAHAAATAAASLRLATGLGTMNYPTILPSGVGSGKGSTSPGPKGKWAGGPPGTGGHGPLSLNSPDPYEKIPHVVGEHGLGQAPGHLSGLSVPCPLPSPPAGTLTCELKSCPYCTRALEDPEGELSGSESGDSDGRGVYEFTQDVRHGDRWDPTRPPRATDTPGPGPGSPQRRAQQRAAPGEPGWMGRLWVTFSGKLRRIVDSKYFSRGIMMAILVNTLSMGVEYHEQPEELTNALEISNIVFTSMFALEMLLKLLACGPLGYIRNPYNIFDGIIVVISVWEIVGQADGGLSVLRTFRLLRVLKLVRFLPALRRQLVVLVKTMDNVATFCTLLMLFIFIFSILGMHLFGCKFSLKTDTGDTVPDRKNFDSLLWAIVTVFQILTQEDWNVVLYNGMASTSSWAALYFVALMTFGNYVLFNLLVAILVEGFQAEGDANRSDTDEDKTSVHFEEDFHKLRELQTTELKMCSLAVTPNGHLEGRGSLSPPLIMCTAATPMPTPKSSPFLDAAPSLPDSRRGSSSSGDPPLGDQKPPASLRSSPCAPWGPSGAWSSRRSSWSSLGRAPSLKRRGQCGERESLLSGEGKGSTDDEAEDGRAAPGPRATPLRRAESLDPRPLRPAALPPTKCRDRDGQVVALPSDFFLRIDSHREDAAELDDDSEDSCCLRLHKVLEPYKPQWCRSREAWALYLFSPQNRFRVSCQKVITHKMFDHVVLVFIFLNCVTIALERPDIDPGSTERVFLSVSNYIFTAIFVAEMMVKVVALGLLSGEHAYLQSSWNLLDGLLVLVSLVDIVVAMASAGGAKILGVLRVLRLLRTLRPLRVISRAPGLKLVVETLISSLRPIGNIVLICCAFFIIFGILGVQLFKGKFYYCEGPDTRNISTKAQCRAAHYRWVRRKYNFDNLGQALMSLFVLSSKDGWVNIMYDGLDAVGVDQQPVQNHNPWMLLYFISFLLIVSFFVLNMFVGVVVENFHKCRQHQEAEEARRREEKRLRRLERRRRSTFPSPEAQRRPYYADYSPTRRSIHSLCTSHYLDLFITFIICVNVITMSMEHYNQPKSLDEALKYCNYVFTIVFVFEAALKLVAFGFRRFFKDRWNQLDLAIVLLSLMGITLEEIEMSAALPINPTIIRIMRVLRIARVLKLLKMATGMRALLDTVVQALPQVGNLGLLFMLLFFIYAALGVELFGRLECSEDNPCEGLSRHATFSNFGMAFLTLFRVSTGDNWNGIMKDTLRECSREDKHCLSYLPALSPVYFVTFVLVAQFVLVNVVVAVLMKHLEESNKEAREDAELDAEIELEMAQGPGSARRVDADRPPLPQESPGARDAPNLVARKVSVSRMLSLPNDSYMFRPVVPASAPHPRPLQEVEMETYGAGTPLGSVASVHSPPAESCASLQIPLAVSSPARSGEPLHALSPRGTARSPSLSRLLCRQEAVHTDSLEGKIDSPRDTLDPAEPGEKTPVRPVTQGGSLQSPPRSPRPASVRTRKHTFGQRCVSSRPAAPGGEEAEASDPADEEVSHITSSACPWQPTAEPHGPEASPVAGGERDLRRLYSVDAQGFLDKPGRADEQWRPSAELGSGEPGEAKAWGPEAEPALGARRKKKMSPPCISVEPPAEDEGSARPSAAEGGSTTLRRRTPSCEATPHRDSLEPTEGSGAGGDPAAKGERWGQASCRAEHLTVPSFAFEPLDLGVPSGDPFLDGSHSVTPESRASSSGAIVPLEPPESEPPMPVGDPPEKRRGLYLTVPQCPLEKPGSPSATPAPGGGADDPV
* marks the source's active call; other numbers are inactive results; & = joins results of further samples. An excerpt. The share of hits here may be higher or lower than overall.

Cav3 T inh	mol
-0.89	CC1=C(C(=O)OCc2ccccc2)C(c2ccsc2)C(C#N)=C(N)O1 (stereo unspecified)
0.057	CN/C=C1\C(=O)C(C)(C)Oc2ccc3ccc(=O)oc3c21
-0.13	O=C(O)CCc1ccc(-c2cccs2)n1NC(=O)c1ccc(Cl)cc1Cl
1.3	CC(CNc1ccc([N+](=O)[O-])cc1)NC(=O)c1ccccc1Br (stereo unspecified)
-6.2*	CC1=CC(C)(C)N2C(=O)C3(C(C#N)=C(N)Oc4cc(O)ccc43)c3cccc1c32 (stereo unspecified)
2.1	Cc1nc(C(=O)NC2CC2)sc1C1(C)CC(c2cccc([N+](=O)[O-])c2)=NO1 (stereo unspecified)
-3.2	Cc1cccc(C(=O)NC(=S)Nc2ccc(S(=O)(=O)N3CCCCC3)cc2)c1
0.36	CCO[C@H]1OC(C(=O)N2CCOCC2)=C[C@@H](C)[C@@H]1CCCO
1	O=C(Nc1cccc(C(=O)N2CCCC2)c1)c1ccccc1
0.3	Cc1ccc(N(CC(=O)NCCSCc2ccco2)S(C)(=O)=O)cc1
0.048	CN(C)CCCN1c2ccccc2CCc2ccc(Cl)cc21
0.41	CCOc1cc(-c2nc(-c3ccccc3OC)no2)cc(OCC)c1OCC
-0.46	CCN(CC)CCNC(=O)c1nn(-c2ccc(C)cc2)c(=O)c2c1c1ccccc1n2C
-0.23	O=C(O)c1ccc(NS(=O)(=O)c2ccc(Cl)c(Cl)c2)cc1O
-2.1	c1ccc(C2Nc3ccccc3-c3nc4ccccc4n32)cc1 (stereo unspecified)
0.17	CCOC(=O)c1sc(NC(=O)CSc2nncs2)c(C(=O)OCC)c1C
0.0095	Cc1nn(-c2ccccc2)c2c1P(=O)(O)/C(=C1\N(C)c3ccccc3C1(C)C)C=N2
-0.023	COC(=O)CSc1cc(C(=O)c2nccn2C)c2ccccc2n1
-0.13	COCCn1c(SCC#N)nnc1-c1ccccc1
2.4	CCN(CC)Cc1c(O)c(Cl)cc2c3c(c(=O)oc12)CCCC3

By substructure: those above containing a cyano group (three)
Cav3 T inh	mol
-0.89	CC1=C(C(=O)OCc2ccccc2)C(c2ccsc2)C(C#N)=C(N)O1 (stereo unspecified)
-6.2*	CC1=CC(C)(C)N2C(=O)C3(C(C#N)=C(N)Oc4cc(O)ccc43)c3cccc1c32 (stereo unspecified)
-0.13	COCCn1c(SCC#N)nnc1-c1ccccc1

Continued:
Cav3 T inh	mol
0.28	Cc1ccn(CCSCC(=O)O)n1
0.45	Cc1cc(N2CCCN(C)CC2)nc2cc(Cl)ccc12
-4.5*	Cc1oc(-c2ccccc2Cl)nc1CSCC(=O)NC1CCCC1
0.022	CCOC(=O)C1CCN(C(=O)COc2cc(C)c(Br)c(C)c2)CC1
0.084	CCOc1cnn(-c2cc(Oc3ccc(C)cc3)ncn2)c(=O)c1Cl
-0.81	Cc1ccc2cc(CN(Cc3ccc4c(c3)OCO4)Cc3nnnn3Cc3ccco3)c(=O)[nH]c2c1C
0.38	CN(Cc1cccs1)C(=O)CSc1nnnn1C
-1.2	O=C(NCC(=O)N(Cc1ccc(F)cc1)C(C(=O)NC1CCCC1)c1ccco1)c1ccco1 (stereo unspecified)
0.18	COc1ccc(-c2cn3cccnc3n2)cc1NC(=O)C1CCCC1
0.62	CCOC(=O)C1=C(C)NC2=C(C(=O)c3ccccc32)C1c1cccnc1 (stereo unspecified)
-6.9*	COc1ccccc1OCC(=O)Nc1oc(-c2ccccc2)c(-c2ccccc2)c1C#N
-1.4	Cc1cccc(C)c1NC(=O)CSc1nnc(-c2ccoc2C)n1CCc1ccccc1
0.043	Clc1ncccc1-c1nc2ccccc2n1Cc1ccccc1
0.13&0.059	O=C1NCC(O)=C1C=NC12CC3CC(CC(C3)C1)C2
-0.5	COC(=O)C1=C(C)NC(=O)/C1=C\c1cc(C)n(-c2cccc(C)c2)c1C
-4.6	Cc1cccc(NC(=O)C2c3ccccc3C(=O)N3CCc4ccccc4C23)n1 (stereo unspecified)
1.8	Cc1cc(=O)c2ccccc2s1
1.4	CCOC(=O)N1CCC(N2CCN(S(=O)(=O)c3ccc(Cl)cc3)CC2)CC1
1.2	CCc1nnc(NC(=O)C2CCCN2S(=O)(=O)c2ccc(C)cc2)s1 (stereo unspecified)
-0.41	O=C(CSc1ncc(-c2ccc(F)cc2)[nH]1)NCc1ccco1

Further structures follow:
Cav3 T inh	mol
1	Cn1c(=O)c2c(nc(Oc3ccccc3)n2C)n(C)c1=O
-1.7	O=[N+]([O-])c1cccnc1N1CCC(c2cc(-c3ccc(Cl)cc3)n[nH]2)CC1
0.069	Cc1cc(C)nc(SCCN2CCOCC2)n1
1.2	Nn1c(Cc2ccccc2F)nnc1SCn1nnc2ccccc2c1=O
1.4	Cc1ccc(OCc2nnc(SCC(=O)Nc3cc(C)on3)n2C)cc1
0.42	COc1cccc(S(=O)(=O)Nc2ccc(C(=O)N3CCOCC3)cc2)c1
-0.83	COc1ccc(C2=CSC3=C(C(=O)c4cccc(S(=O)(=O)N(C)C)c4)CCN23)cc1
1.2	O=C(Nc1ccncc1)Nc1ccccn1
2.2	Cc1nnc(NC(=O)c2cc3n(n2)C(C(F)(F)F)CC(C2CC2)N3)s1 (stereo unspecified)
-0.21	C=CCOc1ccc(NC(=O)C2CC(=O)N(C(C)C)C2)cc1 (stereo unspecified)
0.12	CCCC(C)C(=O)Nc1nc(C)c(-c2csc(Nc3cc(OC)ccc3OC)n2)s1 (stereo unspecified)
-0.2	CC1=C(C(=O)Nc2ccc(F)cc2)C(c2ccncc2)C2=C(CCCC2=O)N1 (stereo unspecified)
-0.0025	COC(=O)c1ccc2c(c1)NC(=O)C(N1CCOCC1)S2 (stereo unspecified)
-1.2	O=C(CSc1nnc(-c2ccco2)o1)N1c2ccccc2CCc2ccccc21
-1.3	O=c1c2ccccc2nnn1Cc1ccccn1
-1	COc1cc([C@@H]2c3cc4c(cc3[C@@H](O)[C@@H](CO)[C@@H]2CO)OCO4)cc(OC)c1O[Si](C)(C)C(C)(C)C
0.36	O=C(CCC(=O)N1CCCC1)Nc1nnc(C(F)(F)F)s1
1.4	CCOC(=O)N1CCN(C(=O)CSc2nc3c(cnn3-c3ccc(C)cc3)c(=O)[nH]2)CC1
1.2	Cc1cc(=O)n2nc(N3CCCC(C(=O)NCCc4ccccc4)C3)sc2n1 (stereo unspecified)
-0.83	CCOC(=O)C1CCCN(C(=O)c2cc(Nc3ccc(OC)c(OC)c3)nc3ccccc23)C1 (stereo unspecified)

(further entries)
Cav3 T inh	mol
0.84	Cc1ccc2oc(=O)c3cnn(CC(=O)N4CCCCC4C)c3c2c1 (stereo unspecified)
0.55	COCCNC(=O)c1ccc2c3n(nc2c1)-c1ccc(C)cc1CO3
0.15	CC(=O)N1CCN(CCN=CC2=C(O)CC(c3ccc(Cl)cc3)CC2=O)CC1 (stereo unspecified)
0.18	Cc1ccc(C2C3=C(CC(C)(C)CC3=O)Nc3onc(C)c32)cc1 (stereo unspecified)
-0.43	COc1nnc(-c2ccc(N3CCOCC3)c(NC(=O)c3ccco3)c2)c2ccccc12
-0.029	CCc1ccc(CC)c(S(=O)(=O)Nc2ccc(O)c(C(=O)O)c2)c1
0.0018	CCOC(=O)CC(=O)CSc1nc2c(cc1C#N)CCCCC2
0.46	Cc1cc(Cl)ccc1OCC(=O)N/N=C1\CCCc2ccccc21
-3.6	COc1ccc(Nc2ncnc3c2cnn3Cc2ccc(C)cc2)cc1
-1.9	O=C(NC(Cc1ccc(F)cc1)C(=O)O)c1ccccc1 (stereo unspecified)
0.66	COC(=O)c1cccc(S(=O)(=O)N2CCC(n3nnc4cc(F)ccc43)CC2)c1
0.52	CCCCn1c(CN2CCN(C(=O)c3ccco3)CC2)nc2c1c(=O)n(C)c(=O)n2C
1.5	O=c1c2[nH]c3ccc(F)cc3c2ncn1CCCn1ccnc1
0.15	COc1cccc(NC(=O)c2cccnc2)c1
-0.33	O=C(OCCN1C(=O)c2ccccc2C1=O)c1cccc(OC(F)F)c1
0.26	COc1ccc(-c2ccc(=O)n(CC(=O)Nc3cccc(O)c3)n2)cc1OC
-0.12	CC(C)Cc1nc(SCC(=O)NCc2ccccc2)n[nH]1
-0.58	COc1ccc(C(=O)CSc2ncn[nH]2)cc1OC
0.43	COc1ccc(C2N(c3cc(Cl)ccc3OC)C(=O)C3CCCN32)c(OC)c1 (stereo unspecified)
1.7	COCCn1nnnc1CN1CCOCC1

3 entries already listed, ordered by their value in Cav3 T inh, high to low.
compound | Cav3 T inh
COC(=O)c1cccc(S(=O)(=O)N2CCC(n3nnc4cc(F)ccc43)CC2)c1 | 0.66
COc1cccc(NC(=O)c2cccnc2)c1 | 0.15
COc1nnc(-c2ccc(N3CCOCC3)c(NC(=O)c3ccco3)c2)c2ccccc12 | -0.43

New compounds follow
Cav3 T inh	mol
2.7	Cc1cccnc1NC(=S)NC(=O)c1cncc(Br)c1
0.025	Cc1cccc(C(CC(=O)N2CCCC2)c2ccccc2)c1O (stereo unspecified)
-1.4	CC(C)OC(=O)CC(=O)CSc1nc2c(cc1C#N)CCCCCC2
0.025	CN(C)c1ccc(CN2CCCC(O)C2)cc1 (stereo unspecified)
0.33	OCCNCC(O)Cn1ccc2ccccc21 (stereo unspecified)
1.8	O=C(NCc1cccnc1)c1ccc(S(=O)(=O)N2CCCCC2)cc1
-0.17	Cc1ccc(C(=O)Nc2cnc3ccccc3c2)cc1
1.2	CC(=O)Nc1ccc(S(=O)(=O)NCc2ccc(C(=O)NCc3ccc(Cl)cc3)cc2)cc1
-1.9	CCOCCCNC(=O)C(c1ccc(OC)cc1)N(Cc1ccc2c(c1)OCO2)C(=O)CNC(C)=O (stereo unspecified)
-0.15	COc1cccc(N2CCN(c3c(C#N)c(C(F)(F)F)nn3C)CC2)c1
0.098	Cn1c(=O)c(C(=O)Nc2ncccn2)c(O)c2ccccc21
0.53	COC(=O)CCC(=O)OC1(C)C(=O)C=C2C=C(C3CC3)N(CC3CC3)C=C2C1=O (stereo unspecified)
-0.98	COCCN(Cc1cc2cccc(C)c2n2nnnc12)C(=O)C(F)(F)F
-0.23	CCOC(=O)c1cc(S(=O)(=O)NC2CCN(C(=O)OCC)CC2)cn1C
1.4	CCN(CCN(C)C)C(=O)Cn1ncc2c1-c1cc(C)ccc1OC2
-0.22	CC(C)(C)NC(=O)/C(=C/c1ccco1)c1ccccc1
0.31	CC(C)CCNC(=O)C1CCCCN1S(=O)(=O)c1ccc(F)cc1 (stereo unspecified)
-0.96	N#Cc1c(C(F)(F)F)cc(-c2ccco2)nc1SCc1ccncc1
-0.64	Cc1ccc(/C(O)=C2\C(=O)C(=O)N(CC(C)O)C2c2cccc(F)c2)cc1 (stereo unspecified)
0.29	COc1ccccc1-c1nc(-c2cccc(C)c2)no1

Molecules listed so far containing a nitro group on carbon (3):
Cav3 T inh	mol
1.3	CC(CNc1ccc([N+](=O)[O-])cc1)NC(=O)c1ccccc1Br (stereo unspecified)
2.1	Cc1nc(C(=O)NC2CC2)sc1C1(C)CC(c2cccc([N+](=O)[O-])c2)=NO1 (stereo unspecified)
-1.7	O=[N+]([O-])c1cccnc1N1CCC(c2cc(-c3ccc(Cl)cc3)n[nH]2)CC1

Following part.
Cav3 T inh	mol
-0.55	COc1cc(-c2nc3cnccn3c2Nc2ccc3c(c2)OCCO3)ccc1O
0.85	O=C(CN1C(=O)c2ccccc2C1=O)Nc1sc2c(c1C(=O)NCC1CCCO1)CCC2 (stereo unspecified)
-2.2	Clc1ccc(Nc2nc(-c3cccs3)cs2)nc1
-0.21	COCCNC(=O)COC(=O)c1[nH]c(C)c(C(C)=O)c1C
0.013	Cc1nc(SC(C)C)[nH]c(=O)c1Cc1ccccc1
1.3	COc1ccc(-c2nc(CS(=O)CC(=O)NCCCN3CCCC3)c(C)o2)cc1OC (stereo unspecified)
-0.27	O=C(Cn1nc(C(F)(F)F)c2c1CCC2)N1CCN(c2ccccc2)CC1
-1.4	CC1(C)CC(=O)C2=C(C1)c1c(ccc3ccccc13)NC2c1ccc(Br)o1 (stereo unspecified)
1.9	CCC(C)NC(=O)CSc1nc2ccccc2c(=O)n1CCCC(=O)NCC1CCCO1 (stereo unspecified)
-10*	Cc1ccccc1NC(=O)C1(NC(=O)c2cccc(N3C(=O)CSC3c3ccccc3)c2)CCCCC1 (stereo unspecified)
0.65	C=CCNC(=O)c1ccc(Cl)cc1Cl
0.58	CC(CCc1ccccc1)NC(=O)C(=O)NCCO (stereo unspecified)
-0.24	CN1CCN(C(=O)c2ccccc2-c2ccccc2C(=O)O)CC1
-1.2	CSc1nc(N2CCOCC2)c2c3c(sc2n1)CCC3
1.4	Nc1nc(CSCCO)nc(Nc2ccc(F)cc2)n1
-0.55	CCOc1ccc(NS(=O)(=O)c2ccc(NS(=O)(=O)c3ccccc3)cc2)cc1
1.1	CCn1c(-c2cc(Cl)ccc2OC)n[nH]c1=S
0.44	COc1ccc(NC(=O)/C(C#N)=C/c2ccc(Br)o2)cc1
0.19	COC(=O)c1c(NC(=O)CSc2nc(-c3ccco3)cc(C(F)(F)F)n2)sc2c1CCCC2
2.1	CC(C)CCn1c(CN2CCN(C(=O)c3ccco3)CC2)nc2c1c(=O)n(C)c(=O)n2C

By substructure, the entries above with a tert-butyl group (2)
Cav3 T inh	mol
-1	COc1cc([C@@H]2c3cc4c(cc3[C@@H](O)[C@@H](CO)[C@@H]2CO)OCO4)cc(OC)c1O[Si](C)(C)C(C)(C)C
-0.22	CC(C)(C)NC(=O)/C(=C/c1ccco1)c1ccccc1

Further entries follow:
Cav3 T inh	mol
-0.91	CCCCSCc1[nH]c(=O)[nH]c1C(=O)CCCCC(=O)OCC
0.66	COCc1nnc(SCC(=O)NC(C)c2ccccc2)n1-c1ccccc1 (stereo unspecified)
-2.3	CC1(C)Cc2cccc(OCC(=O)Nc3ccccc3N3CCOCC3)c2O1
1.2	Cc1ccc(N2C(=O)c3n[nH]c(C)c3C2c2cccnc2)cc1 (stereo unspecified)
0.8	Cc1ccc(N2CC(C(=O)Nc3nnc(C)s3)CC2=O)cc1 (stereo unspecified)
1	O=C(NC1CCCCC1)C(Cc1ccccc1)NS(=O)(=O)c1cccs1 (stereo unspecified)
-0.19	CCOC(=O)C1CCN(C(=O)NC23CC4CC(CC(C4)C2)C3)CC1
